Screens as filed in PubChem BioAssay.
POLB inh: DNA polymerase beta (human) inhibition. P06746. Pol beta primer extension/strand displacement, fluorescence kinetic. Potency, µM (top dose mostly 114 µM), for inactives: top-dose activity change, negative = inhibition, hits mostly inhibitors. 340,000 tested, 1.3% active. AID 485314; also: potency is read from the fitted curve at half-maximal effect; % is scaled to controls: 0 for no effect and ±100 for the full control effect
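Reaction started by 50 nM substrate onto compound-treated Pol beta (10 nM, 15 min preincubation, room temperature); plates read at 0 min and 10 min. Normalized concentration-effect data fitted by four-parameter Hill equation.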
POLI inh: blocks human DNA polymerase iota activity | Q9UNA4 | Pol iota fluorescent replication assay, 10 min | Potency, µM (top dose mostly 115 µM), for inactives: at the highest dose activity, negative = inhibition, hits mostly inhibitors | 390,000 tested, 1% active; also: potency is read from the fitted curve at half-maximal effect
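Pol iota at 10 nM preincubated 15 min with compounds at room temperature; reaction started with fluorescent substrate, 50 nM final. Fluorescence read kinetically at 0 and 10 min; buffer-only wells as negative control.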
POLH inh: inhibitors of human DNA polymerase eta | Potency, µM (series often up to 114 µM), without a hit: top-dose activity change, negative = inhibition, actives largely listed as inhibitors | 390,000 tested, 1.2% active | recombinant Pol eta, fluorescent DNA replication assay | Q9Y253; also: potency is read from the fitted curve at half-maximal effect; % is scaled to controls: 0 for no effect and ±100 for the full control effect
Target sequence (Q9Y253 whole entry, looked up): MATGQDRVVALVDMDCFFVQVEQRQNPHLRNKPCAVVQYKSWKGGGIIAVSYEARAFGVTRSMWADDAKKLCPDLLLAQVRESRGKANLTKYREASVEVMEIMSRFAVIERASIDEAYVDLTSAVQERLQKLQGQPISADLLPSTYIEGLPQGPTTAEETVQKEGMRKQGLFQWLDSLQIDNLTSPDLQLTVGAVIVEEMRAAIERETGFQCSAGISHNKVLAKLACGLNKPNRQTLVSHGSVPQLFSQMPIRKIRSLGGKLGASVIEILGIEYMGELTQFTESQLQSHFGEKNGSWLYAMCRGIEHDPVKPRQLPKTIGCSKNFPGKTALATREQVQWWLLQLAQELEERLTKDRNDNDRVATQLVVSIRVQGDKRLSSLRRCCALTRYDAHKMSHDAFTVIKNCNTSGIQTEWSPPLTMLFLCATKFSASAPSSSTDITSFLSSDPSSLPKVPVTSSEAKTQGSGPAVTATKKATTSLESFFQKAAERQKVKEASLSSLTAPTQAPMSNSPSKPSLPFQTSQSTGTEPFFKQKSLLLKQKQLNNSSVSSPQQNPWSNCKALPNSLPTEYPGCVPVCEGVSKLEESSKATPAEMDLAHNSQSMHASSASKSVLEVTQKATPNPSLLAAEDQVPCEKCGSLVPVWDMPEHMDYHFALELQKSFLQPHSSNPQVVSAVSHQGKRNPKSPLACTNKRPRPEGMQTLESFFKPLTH
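Fluorescent replication assay: 50 nM final substrate added after a 15 min room-temperature compound preincubation with 10 nM enzyme. Signal taken at 0 min and again at 10 min.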
APEX1 inh: inhibitors of human APE1 endonuclease. P27695. recombinant APE1, TAMRA/BHQ-2 abasic DNA cleavage fluorescence. Potency, µM (doses to about 65.8 µM), inactives show top-dose activity change, negative = inhibition, actives largely listed as inhibitors. 350,000 tested, 0.35% active;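 also: potency is read from the fitted curve at half-maximal effect; plate controls were vehicle for no effect and reference inhibitor for full effect; nearly all actives have a fitted effect of over 55% in size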
Target sequence (P27695 whole entry, looked up): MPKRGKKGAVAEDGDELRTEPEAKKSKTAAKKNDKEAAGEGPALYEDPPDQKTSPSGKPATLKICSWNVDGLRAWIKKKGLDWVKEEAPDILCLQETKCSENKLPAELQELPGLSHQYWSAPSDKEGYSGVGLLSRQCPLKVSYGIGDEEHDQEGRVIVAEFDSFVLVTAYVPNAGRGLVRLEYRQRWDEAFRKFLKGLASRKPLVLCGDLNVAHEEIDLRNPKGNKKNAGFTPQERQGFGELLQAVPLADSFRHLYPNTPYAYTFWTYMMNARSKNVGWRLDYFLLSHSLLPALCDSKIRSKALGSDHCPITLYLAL
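Activity was derived from the fluorescence gain between first and third kinetic reads (60 s intervals, ex 525/em 598 nm) after 50 nM THF-abasic TAMRA/BHQ-2 duplex was added to 0.75 nM APE1 preincubated 15 min with compound.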
Glioma ERSR ind: inducers of ER stress response in human glioma cells | Potency, µM, for inactives: at the highest dose activation, hits mostly activators | U87-MG GRP78 promoter luciferase reporter, 16 h | 420,000 tested, 0.02% active; also: potency is read from the fitted curve at half-maximal effect; series mostly up to about 76 µM; % of control where 0% means no effect; nearly all actives have a fitted effect of over 35% in size
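Stably transfected U87-MG human glioma cells carrying a GRP78-based luminescent sensor were seeded at 1000 cells/well, pin-dosed with compounds and incubated 16 h. Luciferase reagent was then added, and end-point luminescence was read after 10 min at room temperature.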
Pol kappa inh: blocks human DNA polymerase kappa activity; Potency, µM (top dose mostly 107 µM), without a hit: top-dose activity, negative = inhibition, usual class: inhibitors; 400,000 tested, 0.53% active; Q9UBT6; purified Pol kappa, fluorescent DNA synthesis assay, 10 min; also: potency is read from the fitted curve at half-maximal effect; % is scaled to controls: 0 for no effect and ±100 for the full control effect
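Kinetic fluorescence readout at 0 and 10 min followed reaction start with substrate at 50 nM final. Beforehand, enzyme (10 nM Pol kappa) stood 15 min with compound at room temperature; buffer-only wells were negative controls.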
LDHA block: blocks human lactate dehydrogenase A. AID 1347041. purified LDHA, NADH/diaphorase-resazurin fluorescence; hits give low values. P00338. activity change, % (values are at about 110 or 230 µM). 480,000 tested, 0.15% active; in the data active = activity change below about -30%; inconclusive = mostly about -25% to -30%;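 also: plate controls were DMSO wells for no effect and wells without enzyme for full effect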
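Human LDH5 at 2 nM final in Tris HCl pH 7.4 with 0.06 mM NADH and 0.2 mM pyruvate, reacted 5 minutes at room temperature. Remaining NADH coupled via diaphorase/resazurin; resorufin fluorescence read at 0 and 20 minutes, normalized to enzyme-free and DMSO wells.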
BLM helicase inh: Bloom syndrome helicase (human) inhibition. P54132. recombinant BLM DNA unwinding, fluorescence dequenching. Potency, µM (top dose mostly 56.1 µM), without a hit: at the highest dose activity change, negative = inhibition, hits mostly inhibitors. 350,000 tested, 0.2% active;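 also: potency is read from the fitted curve at half-maximal effect; plate controls were vehicle for no effect and no enzyme for full effect; nearly all actives have a fitted effect of over 35% in size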
Apoferritin bind: binds horse apoferritin like a general anesthetic. 350,000 tested, 0.074% active. AID 485281. Potency, µM (highest dose often 77.5 µM), for the others: at the top dose activity change, negative = displacement, usual class: inhibitors. apoferritin/1-aminoanthracene competitive binding, fluorescence. P02791; also: potency is read from the fitted curve at half-maximal effect; % is scaled to controls: 0 for no effect and ±100 for the full control effect; nearly all actives have a fitted effect of over 20% in size
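In PBS, apoferritin at 10 uM is loaded with 1-AMA from a 50% saturated solution. After 10 min of compound exposure at ambient temperature, reduced 535 nm fluorescence indicates probe displacement.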
* hit, by the source's call; u = inconclusive; x = not tested or not shown; & = joins results of further samples; [ ] = dose if it differs, or a comment. Unless noted, calls follow the shape of the dose curve; as a rule, active = well fitted curve in the direction sought with a large enough effect; inconclusive = small, poorly fitted or top-dose-only effect, or another doubt; inactive = no such curve, though single readings can be large; an effect the other way counts as inactive or inconclusive.

Molecule | POLB inh | POLI inh | POLH inh | APEX1 inh | Glioma ERSR ind | Pol kappa inh | LDHA block | BLM helicase inh | Apoferritin bind
O=C(Nc1ccc2c(c1)oc1ccccc12)N1CCOCC1 | 4% | 12% | -13% | 1% | 4% | 7% | -6 | 0% | u
COc1ccc(CCN(C)C(=O)c2oc3ccccc3c2C)cc1OC | x | 16% | -19% | -3% | -3% | -5% | -7 | x | x
O=C1C(=O)N(c2nccs2)C(c2ccccc2)/C1=C(\O)c1ccc2c(c1)OCCO2 (stereo unspecified) | 32% | x | x | -11% | x | x | x | 1% | -2%
Cc1cc(C(=O)CN2CCC(C)CC2)c(C)n1-c1ccc(F)cc1 | 8% | 18% | -2% | 1% | -2% | -9%[60.1 µM] | -1 | 4% | -23%
CCCCCNC(=O)C1CC=CCC1C(=O)O (stereo unspecified) | u | 4% | 5% | -1% | -3% | -9% | -1 | -4% | -3%
CC(C)CCn1c2ccccc2c2cc(CC(N)=O)ccc21 | u | -9% | -13% | -5% | -3% | -5% | -3 | -6% | -10%
O=C(c1cc(=O)[nH]c2ccccc12)N1CCN(S(=O)(=O)c2ccc(Cl)cc2)CC1 | x | 40%[activator] | -3% | -15% | -4% | 12% | 2 | x | x
O=c1c2[nH]cnc2n(-c2cccc(F)c2)c(=O)n1Cc1ccccc1 | 2% | -4% | -13% | 72%[activator] | -2% | 13% | -2 | -2% | 2%
CCCCNC(=O)c1onc(CSc2ccccc2F)c1C(=O)O | 25% | 0% | -1% | 0% | -7% | -7% | -3 | 1% | -10%
COC(=O)/C(C#N)=C/c1c[nH]c2ccccc12 | u | -2% | -15% | 1% | 9% | 5% | 2 | -4% | -22%
CC(=O)c1ccc(N(C(=O)c2ccco2)C(C(=O)NC2CCCC2)c2cccs2)cc1 (stereo unspecified) | 29% | 93%[activator] | 6% | -4% | -2% | -7% | -3 | -4% | -3%
COc1cccc(CC(=O)OCC(=O)NCc2ccc3c(c2)OCO3)c1 | x | 2% | -21% | -6% | -3% | 0% | 3 | x | x

Taken from above:
Under POLB inh, CCCCNC(=O)c1onc(CSc2ccccc2F)c1C(=O)O has the entry 25%
Under Apoferritin bind, O=C1C(=O)N(c2nccs2)C(c2ccccc2)/C1=C(\O)c1ccc2c(c1)OCCO2 (stereo unspecified) has the entry -2%

Next compounds:
Molecule | POLB inh | POLI inh | POLH inh | APEX1 inh | Glioma ERSR ind | Pol kappa inh | LDHA block | BLM helicase inh | Apoferritin bind
O=C(Nc1cc(C(F)(F)F)ccc1-n1cncn1)c1ccc(F)cc1Cl | x | 19% | -11% | 38% | -5% | -18% | 2 | x | x
O=S(=O)(NN=Cc1ccc(O)cc1O)c1cc(Cl)c(Cl)cc1Cl | x | -9% | -1% | x | 4% | -14% | 5 | x | x
CCN1CCN(c2ccc(S(=O)(=O)N3CCOCC3)cc2NC(=O)c2ccc(Cl)cc2Cl)CC1 | x | 11% | -26% | 13% | -5% | -3% | 0 | x | x
COC(=O)[C@H](CC(C)C)NC(=O)Nc1ccc2c(c1)OCCO2 | 29% | 15% | -10% | -1% | 0% | 3% | 4&-3 | 0% | u
COc1cccc(OC)c1C(=O)Nc1ccc2c(c1)CCCN2S(=O)(=O)c1ccc(C)cc1 | 9%&1% | -5%&-3% | -13%&-17% | -6% | -9%&-1% | -7% | -2&-5 | -4%&-5% | 8%&45%
CCOc1ccc(S(=O)(=O)NCCC(=O)NC2CCC(C)CC2)cc1 (stereo unspecified) | x | 4% | -5% | 6% | -2% | -9% | -4 | x | x
COc1cccc(C(=O)NNC(=O)Cc2cccs2)c1 | 1% | 41%[activator] | -10% | 1% | 2% | -4% | -6 | -7% | -3%
CCN(CCO)C(=O)C(c1ccccc1)c1ccccc1 | 19% | 8% | -14% | 2% | -1% | -13% | -6 | 2% | -6%
COc1ccc([C@H]2CC(=O)C=C(c3cc4ccccc4c4ccccc34)C2)cc1 | x | u | -20% | 1% | -5% | 0% | 1 | x | x
Oc1ccc(Nc2ncnc3scc(-c4ccccc4)c23)cc1 | 7% | 135%[activator] | -5% | -1% | -5% | -16% | -2 | -7% | -1%
Cc1ccccc1OCC(=O)NNC=O | 1% | 95%[activator] | -6% | -1% | 2% | -6% | -3 | -3% | -13%
CCN(CC)S(=O)(=O)c1ccc(Cl)c(NC(=O)COc2ccc3c(C)cc(=O)oc3c2)c1 | 34% | 14% | u | 12% | -3% | 3% | -11 | -5% | 0%
C=CCNC(=S)NCCCCC1NC(=S)N(CC=C)C1=O (stereo unspecified) | 36% | -14% | -3% | 26% | -3% | -4% | -12 | 4% | 8%
O=C(CCSc1nc(-c2ccco2)cc(C(F)(F)F)n1)N1CCCc2ccccc21 | -17% | 3% | -23% | -8% | -4% | -13% | 1 | -11% | -20%
O=C(N/C(=C\c1ccc(Br)cc1)C(=O)N1CCOCC1)c1ccccc1Cl | 12% | 28% | -10% | 5% | -5% | -17% | -5 | -4% | -13%
CC(NCc1cccnc1)c1ccccc1 (stereo unspecified) | 3% | 92%[activator] | 6% | 14% | 0% | -7% | -1 | -1% | -9%
Cc1cc(C)nc(N2CCN(c3nc(C)cc(C)n3)CC2)n1 | 6% | x | x | 8% | x | x | x | 1% | -5%
CC1CCC(C(C)C)C(OC(=O)CSc2nc(N)cc(=O)[nH]2)C1 (stereo unspecified) | 12% | 13% | -19% | 2% | -1% | -10% | 2 | -2% | -22%
COc1ccc(NC(=O)c2sccc2-n2cccc2)cc1 | 0% | 141%[activator] | 1% | -1% | 0% | 2% | -9 | -2% | -14%
COCCN(C(=O)CCC(=O)Nc1cc(C)on1)C(C(=O)NC1CCCC1)c1ccccc1C (stereo unspecified) | -1% | 23% | -11% | 3% | -3% | -4% | 2 | -2% | -10%
O=C(NC1CCN(Cc2ccccc2)CC1)c1cccc(S(=O)(=O)Nc2ccc(Br)cc2)c1 | x | 20% | -23% | 0% | -6% | -9% | -2 | x | x
O=C(c1nn2c(C(F)(F)F)cc(-c3ccccc3)nc2c1Cl)N1CCOCC1 | 28% | 11% | 6% | 15% | -6% | -1% | 6 | -3% | -20%
CCN1C(=O)c2cccc3c(S(=O)(=O)Nc4c(C)n(C)n(-c5ccccc5)c4=O)ccc1c23 | -19% | 20% | -3% | 6% | -3% | -8% | 2 | 2% | -13%
O=C(NCCN1CCOCC1)C1(C(F)(F)F)C/C(=C\CCO)CCCO1 (stereo unspecified) | x | -28% | x | 1% | -2% | -5% | x | 1% | -3%
COc1ccc(NC(=O)CSc2nnnn2-c2ccc(OC)cc2)cc1 | 39% | 21% | -3% | 14% | -5% | -13% | -3 | -1% | -2%
COc1ccc(NC(=O)CCCn2nc(C)c3c(C)n(-c4ccccc4)nc3c2=O)cc1 | 2% | 19% | -16% | 0% | 7% | -4% | -13 | 0% | -5%
COC(=O)CC1(C(=O)OC)Oc2ccccc2C(=O)N1c1ccc(F)cc1F (stereo unspecified) | x | 158%[activator] | -13% | x | -3% | 6% | 3 | x | x
Cc1ccn2cc(CNS(=O)(=O)c3cccs3)nc2c1 | 34% | 50%[activator] | -6% | 3% | -5% | -5% | 2 | -4% | -16%
COc1ccc(/C=C(/NC(=O)c2ccco2)C(=O)Nc2cccc(C(=O)O)c2)cc1 | -5% | 0% | -17% | 15% | 0% | -8% | 4 | -2% | -2%
Cc1nc(-c2ccccn2)nc(SCC(=O)N2CCOCC2)c1Cl | -1% | 9% | -4% | -1% | -6% | -23% | -10 | 3% | -3%
COc1cc(OC)c(NC(=O)C2CCN(S(=O)(=O)c3c(C)noc3/C=C/c3c(C)cc(C)cc3C)CC2)cc1Cl | 5% | 22% | -13% | x | -2% | -11%[60.1 µM] | -4 | -1% | 39%[activator]
CCn1c(SCC(=O)N2CCc3ccccc32)nc2c(c1=O)SC(C)C2 (stereo unspecified) | -12% | u | -2% | 5% | 2% | -2% | -5 | -3% | -6%
O=C(OCCCc1cc2ccccc2c(=O)o1)c1ccco1 | x | 37%[activator] | 0% | 44% | 1% | 11% | 5 | x | x
CCN(CC)CCC(=O)N1c2ccccc2Sc2ccc(NC(=O)OC)cc21 | 4% | u | -6% | 23% | u | 11% | 1 | 0% | -10%
O=c1nc(Nc2ccccc2)oc2ccccc12 | 0% | 15% | -13% | 0% | 3% | 2% | -3 | 0% | -7%
C=CCN(C(=O)Nc1ccc(Cl)cc1)C1CC(=O)N(c2ccc(OC)cc2)C1=O (stereo unspecified) | 8% | u | -3% | 8% | -4% | -12% | -4 | -2% | 4%
Cc1cc(NS(=O)(=O)c2ccc(NC(=O)COc3ccccc3C(C)(C)C)cc2)no1 | u | 24% | 0% | -3% | -3% | -15% | -2 | -14% | -11%
COc1cc(C(=O)Nc2cccc(-c3nncn3C)c2)cc(OC)c1OC | 5% | -1% | 2% | 0% | 3% | -18% | 0&4 | 0% | -4%
Cc1cccc2cc(CN(CCCO)C(=O)Nc3ccc(Cl)cc3)c(=O)[nH]c12 | 8% | 2% | 2% | 2% | -3% | -3% | 0 | -9% | -6%
Cc1nnc(N2CCC(C(=O)NC3CCC(C)CC3)CC2)c2nn(-c3ccc(Cl)cc3)c(C)c12 (stereo unspecified) | -4%&39% | 7%&19% | -6%&-7% | 9% | -4%&-5% | 3%&-14% | -5&-5 | -3%&-3% | -8%&-5%
Cc1ccccc1CC(=O)OCC(=O)Nc1ccc(C)c(S(=O)(=O)N2CCCCC2)c1 | x | 9% | -13% | 5% | -1% | 3% | 1 | x | x
CSC1=C(C#N)C(C)C2=C(CC(C)(C)CC2=O)N1 (stereo unspecified) | -3% | 14% | 1% | 26% | -4% | -3% | -2 | -2% | -7%
COc1cc(NS(=O)(=O)c2ccc(NC(=O)c3ccc(C)o3)cc2)nc(OC)n1 | 20% | -10%[58.9 µM] | -9% | 5% | -4% | -12% | -8 | 3% | 10%
CCOc1ccccc1NC(=O)NC1(C(=O)NCC2CCCO2)CCCCC1 (stereo unspecified) | 8% | 147%[activator] | -24% | 27% | -8% | -12% | -6 | 1% | -7%
C=C1CC2COC(=O)C2(Cc2ccc3ccccc3c2)C1 (stereo unspecified) | x | x | x | -7% | -2% | 7%[60.1 µM] | x | -8% | u

Some of the compounds tested; count on the stated rates, not on these rows.
